Screening results (PubChem BioAssay)
Rab7 wt modul – modulators of GTP binding to Rab7, primary screen, biochemical, wildtype, multiplex bead flow cytometry. Rab7 GTPase wild type (dog), Bodipy-FL-GTP binding. GST-Rab7 beads, fluorescent GTP binding; actives lie on both sides; untreated = 100%, excess cold GTP = 0%. GTP binding activity (percent of control), % at 10 µM. 190,000 tested, 0.055% active. AID 758, 2007;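 active = fluorescent GTP binding to Rab7 beads changed by at least 20 points from the 100% baseline, either direction, mostly lower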;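 note: median green fluorescence of bound Bodipy-FL-GTP per Rab7 bead population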
Mcl1-Noxa inh – Mcl-1/Noxa binding inhibitors, primary screen, biochemical, TR-FRET, 1536-well; Induced myeloid leukemia cell differentiation protein Mcl-1 (Homo sapiens), Q07820; TR-FRET Mcl-1/Noxa peptide binding, 2 h; inhibition, % at 21.7 µM; 220,000 tested, 1.5% active; AID 1022, 2008;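 active = compounds that cut the protein-peptide binding signal by more than 50% relative to plate controls in a single-dose test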;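 note: His-tagged Mcl-1 with rhodamine Noxa BH3 peptide and terbium anti-His antibody; 0% = Mcl-1 plus Noxa peptide wells and 100% = peptide-only wells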
Target sequence (Q07820 whole entry, looked up): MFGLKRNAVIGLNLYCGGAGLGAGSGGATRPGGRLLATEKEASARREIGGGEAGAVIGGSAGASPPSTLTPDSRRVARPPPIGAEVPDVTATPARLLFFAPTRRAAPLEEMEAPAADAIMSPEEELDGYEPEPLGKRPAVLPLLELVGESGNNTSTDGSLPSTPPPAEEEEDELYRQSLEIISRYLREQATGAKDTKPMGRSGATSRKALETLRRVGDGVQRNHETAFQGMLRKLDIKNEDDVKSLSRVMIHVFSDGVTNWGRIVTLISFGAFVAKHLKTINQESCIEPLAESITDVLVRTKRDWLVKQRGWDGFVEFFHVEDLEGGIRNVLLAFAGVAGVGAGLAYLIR
Mcl1-Bid inh – Mcl-1/Bid binding inhibitors, primary screen, biochemical, TR-FRET, 1536-well. Induced myeloid leukemia cell differentiation protein Mcl-1 (Homo sapiens), Q07820. TR-FRET Mcl-1/Bid-Dy647 peptide binding. inhibition, % at 21.7 µM. 220,000 tested, 0.97% active. AID 1021, 2008;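 active = compounds that cut the binding signal by more than half at the single screening dose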;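 note: His-tagged Mcl-1 with europium anti-His antibody binding Bid BH3 peptide; 0% = Mcl-1 plus peptide wells and 100% = peptide-only wells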
Rab2A wt mod – modulators of GTP binding to Rab2A wildtype, primary screen, biochemical, dog, bead-based flow cytometry, multiplex | GTP binding activity, % at 10 µM | GST-Rab2 wt beads, Bodipy-GTP binding | 190,000 tested, 0.19% active;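 active = GTP binding activity at least 20 points away from 100%, either lowered or raised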;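 note: 0% = beads with excess unlabeled GTP and 100% = no-compound control corrected for plate trend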
Avidin bead fluor – green autofluorescence of compounds with avidin beads – biophysical, 488/530 nm, flow cytometry, artefact control, profiling panel | compound fluorescence 488/530 nm; hits give high values | fluorescence (KMESF) at 10 µM | 220,000 tested, 0.38% active; in the data active = fluorescence above about 47; note: inactives centre near 10
Cdc42 wt – modulators of GTP binding to wildtype Cdc42, primary screen, biochemical, multiplex bead flow cytometry, Bodipy-GTP; Cell division control protein 42 homolog (Homo sapiens), P60953; GST-Cdc42 beads; actives lie on both sides; percent activity (GTP binding), % at 10 µM; 190,000 tested, 0.2% active; AID 761, 2007;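 active = percent activity GTP binding at least 20 points away from the 100% baseline, either down as inhibitor or up as activator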;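 note: median bead fluorescence of bound Bodipy-FL-GTP at 100 nM; 0% = excess unlabeled GTP control and 100% = no compound control; below 100% means less GTP binding so inhibitor and above means activator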
Target sequence (P60953 whole entry, looked up): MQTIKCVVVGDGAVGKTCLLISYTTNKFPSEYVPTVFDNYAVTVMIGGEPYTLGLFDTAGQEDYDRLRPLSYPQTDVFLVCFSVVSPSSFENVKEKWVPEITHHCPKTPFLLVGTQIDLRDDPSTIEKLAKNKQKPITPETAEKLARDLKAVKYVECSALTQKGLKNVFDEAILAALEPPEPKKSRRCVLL
HRas wt GTP – modulators of GTP binding to HRas wildtype, primary screen, biochemical, bead-based flow cytometry, multiplex; GTPase HRas (Homo sapiens), P01112; GST-Ras wt beads, Bodipy-FL-GTP binding; actives lie on both sides; GTP binding activity, % at 10 µM; 190,000 tested, 0.14% active;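 active = GTP binding activity at least 20% away from the 100% baseline, either lowered as inhibitor or raised as activator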;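 note: 0% = unlabeled GTP competition control and 100% = no-compound control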
Target sequence (P01112 whole entry, looked up): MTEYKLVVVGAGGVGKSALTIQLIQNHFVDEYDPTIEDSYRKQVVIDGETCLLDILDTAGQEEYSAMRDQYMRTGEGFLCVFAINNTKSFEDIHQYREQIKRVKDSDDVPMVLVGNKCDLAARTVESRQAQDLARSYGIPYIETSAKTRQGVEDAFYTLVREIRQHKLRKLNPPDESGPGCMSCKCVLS
Rac1 mut GTP – GTP binding modulators of activated mutant Rac1, primary screen, biochemical, bead-based flow cytometry, multiplex, fluorescent GTP. 190,000 tested, 0.11% active. percent activity (GTP binding), % at 10 µM. AID 764, 2007. GST-Rac1 activated beads; actives lie on both sides; 100% means binding = to untreated wells. Ras-related C3 botulinum toxin substrate 1 (Homo sapiens), P63000;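 active = GTP binding at least 20 percentage points away from the 100% baseline, in either direction, so actives lie on both sides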
Pf gamet viab – late stage P. falciparum gametocyte viability inhibitors, primary screen, ATP luminescence, HTS | P. falciparum stage V gametocytes, 24 h | inhibition, % at 10.9 µM | 150,000 tested, 0.065% active;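 active = inhibition above the mean plus 3 SD of compounds within the control limits, set per campaign, cut at about 38% in these data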;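 note: 0% = DMSO wells and 100% = medium only without gametocytes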
Rac1 wt modul – wildtype Rac1 GTP binding modulators, primary screen, biochemical, GST-Rac1 beads, flow cytometry, multiplex. GTP binding activity (% of control), % at 10 µM. 190,000 tested, 0.27% active. Ras-related C3 botulinum toxin substrate 1 (Homo sapiens), P63000. AID 757, 2007. fluorescent GTP binding; actives lie on both sides; 0 = cold GTP competed, 100 = untreated;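 active = GTP binding activity at least 20 points away from the 100% control level, either lower or higher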
Mcl-1 Bim block – inhibitors of Bim peptide binding to Mcl-1, primary screen, biochemical, bead-based flow cytometry, multiplex; Induced myeloid leukemia cell differentiation protein Mcl-1 (Homo sapiens), Q07820; Bim peptide-Mcl-1 binding; inhibition, % at 10 µM; 190,000 tested, 0.1% active; in the data active = inhibition above about 40%;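 note: 0% = no compound tracer wells and 100% = peptide blocker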
Active calls of the source: *; nt = no result given. Compounds were not picked by outcome; any-hit rate near 2.7%.

SMILES | Rab7 wt modul | Mcl1-Noxa inh | Mcl1-Bid inh | Rab2A wt mod | Avidin bead fluor | Cdc42 wt | HRas wt GTP | Rac1 mut GTP | Pf gamet viab | Rac1 wt modul | Mcl-1 Bim block
CCc1nnc(NC(=O)C2CCN(S(=O)(=O)Cc3ccccc3)CC2)s1 | 98 | -3 | 4 | 99 | 32 | 104 | 100 | 99 | nt | 110 | -5
COc1ccc(-c2csc(Nc3ccccc3)[n+]2Cc2ccccc2)cc1 | 101 | 3 | -28 | 97 | 9 | 98 | 97 | 94 | 17 | 96 | 0
COc1ccc(CCNC(=O)C(=O)NCc2ccc(C)cc2)cc1OC | 100 | -8 | 6 | 97 | 33 | 98 | 100 | 98 | nt | 102 | 3
COc1ccc(S(=O)(=O)N2CCCCC2)cc1NC(=O)Cc1c[nH]c2ccccc12 | 98 | 22 | -84 | 95 | 2 | 99 | 98 | 101 | nt | 100 | 0
CC1(C)CC(=O)C(C=Nc2cc(C(=O)c3ccccc3)ccc2N)=C(O)C1 | 94 | -14 | -33 | 98 | 12 | 101 | 98 | 96 | 27 | 104 | 0
O=[N+]([O-])c1cc(C(F)(F)F)ccc1N1CCCC(O)C1 (centres undefined) | 96 | 12 | -10 | 96 | 11 | 95 | 97 | 97 | -18 | 98 | -5
O=C(COc1ccc(Cl)cc1Cl)NCCCn1ccnc1 | 97 | -48 | -37 | 100 | 6 | 101 | 99 | 100 | nt | 105 | -2
Cc1nn(-c2ccccc2)c(C)c1/C=C/C(=O)OCC(=O)Nc1ncc(Cl)cc1Cl | 94 | -7 | -30 | 96 | 6 | 96 | 97 | 94 | -14 | 98 | 0
Cc1cnn(-c2cc(N/N=C/c3ccccc3Cl)ncn2)c1 | 93 | nt | -45 | 91 | 9 | 96 | 93 | 93 | nt | 92 | 1
Cc1ccc(CCNC(=O)C2CCCN(S(=O)(=O)c3c(C)noc3/C=C/N(C)C)C2)cc1 (centres undefined) | 97 | 24 | -28 | 99 | 6 | 101 | 98 | 99 | nt | 101 | 1
COc1cc(-n2c(=O)c3ccccc3n(Cc3cccc(C)c3)c2=O)cc(OC)c1OC | 96 | 28 | -20 | 98 | 9 | 93 | 95 | 94 | 10 | 99 | 0
O=C(Cc1ccccc1)NC(c1ccco1)c1c(O)ccc2ccccc12 (centres undefined) | 93 | 5 | -37 | 94 | 10 | 94 | 95 | 93 | -1 | 95 | 0
O=C(CN(Cc1ccco1)C(=O)c1ccccc1)Nc1ccc(Cl)c(Cl)c1 | 106 | 14 | -20 | 102 | 6 | 101 | 100 | 98 | 5 | 102 | 0
O=C1CCC(=O)N1CC(=O)N1c2ccccc2Sc2ccccc21 | 97 | 16 | -14 | 99 | 13 | 99 | 100 | 98 | nt | 101 | -1
CCC(C)c1ccc(NC(=S)NC(C)C2CCCO2)cc1 (centres undefined) | 97 | -7 | -2 | 96 | 5 | 94 | 96 | 93 | 0 | 94 | -5
O=C(c1ccccc1)c1nc[nH]c1C(=O)Nc1ccccc1 | 92 | -53 | -38 | 96 | 6 | 98 | 96 | 96 | nt | 97 | 5
CCOC(=O)c1c(C)[nH]c(C(=O)COC(=O)c2ccccn2)c1C | 98 | 10 | -21 | 101 | 12 | 103 | 102 | 99 | -9 | 100 | -4
COc1cc2ccnc(Cc3cccc(OC)c3OC)c2cc1OC | 96 | 2 | 8 | 95 | 11 | 96 | 95 | 95 | 6 | 97 | nt
CCN(CC)S(=O)(=O)c1cccc(-c2n[nH]c(=S)n2/N=C/c2ccc(OC(F)F)cc2)c1 | 98 | -4 | -36 | 93 | 12 | 97 | 94 | 92 | nt | 96 | -14
CCS(=O)(=O)N1CCN(C(=O)c2ccco2)CC1 | 102 | 2 | -38 | 102 | 37 | 102 | 103 | 100 | 7 | 108 | 1

6 compounds out of the list, arranged by count of non-hydrogen atoms, ascending:
SMILES | Rab7 wt modul | Mcl1-Noxa inh | Mcl1-Bid inh | Rab2A wt mod | Avidin bead fluor | Cdc42 wt | HRas wt GTP | Rac1 mut GTP | Pf gamet viab | Rac1 wt modul | Mcl-1 Bim block
CCS(=O)(=O)N1CCN(C(=O)c2ccco2)CC1 | 102 | 2 | -38 | 102 | 37 | 102 | 103 | 100 | 7 | 108 | 1
O=[N+]([O-])c1cc(C(F)(F)F)ccc1N1CCCC(O)C1 (centres undefined) | 96 | 12 | -10 | 96 | 11 | 95 | 97 | 97 | -18 | 98 | -5
O=C(COc1ccc(Cl)cc1Cl)NCCCn1ccnc1 | 97 | -48 | -37 | 100 | 6 | 101 | 99 | 100 | nt | 105 | -2
Cc1cnn(-c2cc(N/N=C/c3ccccc3Cl)ncn2)c1 | 93 | nt | -45 | 91 | 9 | 96 | 93 | 93 | nt | 92 | 1
O=C1CCC(=O)N1CC(=O)N1c2ccccc2Sc2ccccc21 | 97 | 16 | -14 | 99 | 13 | 99 | 100 | 98 | nt | 101 | -1
CC1(C)CC(=O)C(C=Nc2cc(C(=O)c3ccccc3)ccc2N)=C(O)C1 | 94 | -14 | -33 | 98 | 12 | 101 | 98 | 96 | 27 | 104 | 0

Further compounds follow.
SMILES | Rab7 wt modul | Mcl1-Noxa inh | Mcl1-Bid inh | Rab2A wt mod | Avidin bead fluor | Cdc42 wt | HRas wt GTP | Rac1 mut GTP | Pf gamet viab | Rac1 wt modul | Mcl-1 Bim block
CC(C)(C)NC(=O)C(c1ccc(F)cc1)N(Cc1cccs1)C(=O)c1ccc(CN2CCOCC2)o1 (centres undefined) | 98 | -6 | -13 | 96 | 12 | 98 | 96 | 95 | 1 | 99 | -3
COc1cccc(NC(=O)CC2C(=O)NC3CCCCC3N2C(=O)c2ccc(F)cc2)c1 (centres undefined) | 104 | 3 | 4 | 104 | 9 | 106 | 108 | 99 | -4 | 109 | -4
COc1cccc(CNc2cnc3ccccc3c2)c1O | 96 | 8 | -35 | 98 | 37 | 99 | 98 | 98 | nt | 99 | -1
CCOC(=O)N/N=C/c1ccc(F)cc1F | 101 | 8 | -16 | 103 | 11 | 101 | 101 | 102 | 4 | 104 | 0
Cc1[nH]nc2c1C(c1cc(Br)cs1)C(C#N)=C(N)O2 (centres undefined) | 98 | 0 | -9 | 98 | 3 | 97 | 97 | 99 | 5 | 100 | -8
Cc1cccc2cc(COC(=O)C(C)(C)C)c(=O)[nH]c12 | 95 | 6 | -12 | 97 | 10 | 100 | 99 | 97 | 29 | 101 | 1
O=C(Nc1ccon1)c1sc2ccccc2c1Cl | 97 | 0 | -8 | 95 | 13 | 100 | 99 | 97 | -30 | 103 | -5
COc1ccccc1N1CCN(C(CNC(=O)c2ccc3c(c2)OCO3)c2cccnc2)CC1 (centres undefined) | 100 | -8 | -15 | 99 | 20 | 106 | 101 | 101 | nt | 110 | 0
CC1Cc2ccccc2N1C(=O)CSc1nnc(-c2ccc(S(=O)(=O)N3CCCC3)cc2)n1C (centres undefined) | 102 | 19 | -41 | 107 | 5 | 105 | 104 | 104 | nt | 106 | 0
CCCOC(=O)C1C2C=C[C@]3(CN(CCc4ccccc4)C(=O)[C@H]13)O2 (some centres undefined) | 102 | 0 | 1 | 105 | 6 | 104 | 104 | 100 | nt | 104 | -1
COc1cccc(C(=O)O/N=C(\C)c2cnccn2)c1 | 95 | 8 | -15 | 97 | 8 | 96 | 98 | 97 | -7 | 100 | 0
COc1ccc(OCC(=O)Nc2ccc3c(c2)nc2n3CCSC2)cc1 | 97 | 6 | -9 | 99 | 9 | 100 | 97 | 99 | -2 | 101 | -2
O=C1c2ccncc2C(=O)N1Cc1cccc(Cl)c1 | 96 | 19 | 3 | 101 | 15 | 102 | 102 | 99 | 11 | 101 | 0
Nc1ncc(-n2cncn2)c(-c2ccccc2)n1 | 95 | -3 | -13 | 94 | 22 | 96 | 94 | 93 | -8 | 95 | -4
CCOc1ccc(NC(=S)NCCCn2ccnc2)cc1 | 96 | 4 | -64 | 98 | 5 | 101 | 99 | 99 | nt | 100 | -8
CC(C)OC(=O)c1nnn(-c2nonc2N)c1CN1CCc2ccccc2C1 | 95 | 21 | -6 | 97 | 11 | 98 | 97 | 96 | nt | 97 | -2
NS(=O)(=O)c1ccc(-n2cccc2C=O)cc1 | 96 | 11 | -21 | 95 | 11 | 99 | 97 | 100 | nt | 99 | 0
O=C(O)/C=C\c1ccccc1Oc1cccc(Cl)c1 | 89 | 18 | 5 | 85 | 25 | 83 | 87 | 85 | nt | 90 | 0
CN(Cc1ccccn1)C(=O)CC1C(=O)NCCN1Cc1cccc(Oc2ccccc2)c1 (centres undefined) | 88 | 2 | -27 | 94 | 10 | 94 | 92 | 93 | -12 | 94 | -1
COc1cccc(NC(=O)CSCC(=O)Nc2ccccc2)c1 | 97 | 8 | -17 | 97 | 7 | 102 | 100 | 98 | -1 | 102 | 0

Quoted from the listing.
For Cdc42 wt, CN(Cc1ccccn1)C(=O)CC1C(=O)NCCN1Cc1cccc(Oc2ccccc2)c1 (centres undefined) is entered as 94
For Mcl1-Bid inh, O=C(Nc1ccon1)c1sc2ccccc2c1Cl is entered as -8

New compounds follow:
SMILES | Rab7 wt modul | Mcl1-Noxa inh | Mcl1-Bid inh | Rab2A wt mod | Avidin bead fluor | Cdc42 wt | HRas wt GTP | Rac1 mut GTP | Pf gamet viab | Rac1 wt modul | Mcl-1 Bim block
Cc1nn(C(C)C(=O)NC2C(=O)N3C(C(=O)O)=C(CSc4nnnn4C)CSC23)cc1Cl (centres undefined) | 89 | 16 | -53 | 93 | 16 | 93 | 90 | 93 | -11 | 93 | 1
COc1ccccc1NC(=O)CSc1nnc(Cc2cccn2C)n1CCc1ccccc1 | 96 | 8 | -106 | 97 | 9 | 98 | 98 | 96 | nt | 98 | 0
NC(=O)SC/C(=N\S(=O)(=O)c1ccccc1)Nc1ccccc1 | 96 | 9 | -33 | 97 | 189* | 96 | 95 | 96 | 10 | 96 | -1
CCOc1ccc(NC(=O)CN(C)c2ccc(S(=O)(=O)N(C(C)C)C(C)C)cn2)cc1OCC | 101 | 27 | -16 | 99 | 9 | 99 | 99 | 97 | 13 | 101 | 0
